STK33 inh: inhibitors of human STK33 kinase; purified STK33, MBP phosphorylation, ADP-Glo luminescence; inhibition, % at 10 µM; 320,000 compounds, 0.073% hits;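 active = inhibition at or above 25%, using the most active replicate where run in duplicate; inactive = inhibition below 25%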
Target sequence (Q9BYT3 whole entry, looked up): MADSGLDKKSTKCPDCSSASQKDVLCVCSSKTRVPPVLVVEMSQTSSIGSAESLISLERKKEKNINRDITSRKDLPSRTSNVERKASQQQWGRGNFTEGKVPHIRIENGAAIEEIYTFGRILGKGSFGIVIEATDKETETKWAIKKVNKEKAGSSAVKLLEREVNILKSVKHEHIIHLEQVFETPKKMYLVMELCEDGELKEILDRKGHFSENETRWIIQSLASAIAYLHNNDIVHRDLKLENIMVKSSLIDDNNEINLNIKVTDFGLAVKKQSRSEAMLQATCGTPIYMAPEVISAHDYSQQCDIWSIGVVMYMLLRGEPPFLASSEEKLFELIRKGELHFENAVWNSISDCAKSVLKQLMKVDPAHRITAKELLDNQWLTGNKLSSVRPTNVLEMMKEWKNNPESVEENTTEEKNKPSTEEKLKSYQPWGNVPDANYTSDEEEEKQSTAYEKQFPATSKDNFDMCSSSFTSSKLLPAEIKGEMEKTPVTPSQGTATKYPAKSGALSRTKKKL
OX1R antag-1: blocks the human orexin 1 receptor; O43613; CHO/OX1R cells, Fluo-8 calcium fluorescence, orexin A; inhibition, % at 5 µM; 330,000 compounds, 0.43% hits; AID 434989;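 active = inhibition above its plate's threshold, mean inhibition of all tested compounds on the plate plus 3 SD, cut at about 37% in these data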;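 also: 0% = orexin A challenge wells and 100% = SB-334867-A antagonist wells; not every result past the cut was called active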
Target sequence (O43613 whole entry, looked up): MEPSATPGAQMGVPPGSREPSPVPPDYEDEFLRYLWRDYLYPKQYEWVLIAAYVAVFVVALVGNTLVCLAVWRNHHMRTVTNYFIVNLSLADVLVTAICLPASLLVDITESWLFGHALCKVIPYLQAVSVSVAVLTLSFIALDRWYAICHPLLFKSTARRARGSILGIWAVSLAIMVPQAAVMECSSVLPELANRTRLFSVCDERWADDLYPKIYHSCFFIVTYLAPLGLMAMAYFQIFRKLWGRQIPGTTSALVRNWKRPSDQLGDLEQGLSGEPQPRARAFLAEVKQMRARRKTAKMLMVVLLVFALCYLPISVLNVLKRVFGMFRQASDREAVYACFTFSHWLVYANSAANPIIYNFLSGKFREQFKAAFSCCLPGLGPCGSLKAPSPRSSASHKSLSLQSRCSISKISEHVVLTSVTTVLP
OX1R antag-2: blocks the human orexin 1 receptor; OX1R-expressing cells, FRET antagonist read-out; inhibition, % at 6.6 µM; 330,000 compounds, 1.8% hits; AID 485270; in the data active = inhibition mostly above about 38%, no sharp cut-off; inactive = mostly below about 40%;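 also: 0% = agonist challenge alone and 100% = reference antagonist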
Active calls of the source: *; / = no result given.

no.	SMILES	STK33 inh	OX1R antag-1	OX1R antag-2
1	CN(C)C(=O)c1ccc(-c2n[nH]c(=O)c3ccccc23)cc1	-2.2	0	24
2	CNC(=O)NC(=O)COC(=O)CCCSc1nc2ccccc2s1	-2.8	-2	14
3	CCCc1nn2c(=O)cc(CSCC(=O)Nc3nnc(CC)s3)nc2s1	-1.7	-7	14
4	CCOC(=O)C1=C(COC(=O)c2cccc(N(C)C)c2)NC(=O)NC1C (stereo not drawn)	1.4	-15	12
5	COc1cc(C2=NOC(C(=O)N3CCCCCC3)C2)cc(OC)c1OC (stereo not drawn)	-0.4	-8	16
6	c1ccc(COc2nsnc2N2CCOCC2)cc1	-1.3	-12	9
7	CON/C=C(\C=Nc1ccc(C(F)(F)F)cc1)c1ncc(C(F)(F)F)cc1Cl	-1.3	-3	5
8	COc1cccc(Cn2nnc(C(=O)Nc3ccc(C)cc3)c2N)c1	0.0	-2	14
9	COC(=O)c1oc2ccc(Br)cc2c1NC(=O)CCCN1C(=O)c2ccccc2C1=O	-2.0	-20	7
10	Cc1cccc2cc(CN(CCN3CCOCC3)C(=O)Nc3ccccc3F)c(=O)[nH]c12	/	-26	15
11	CC1(C)C2CCC1(C)C(OC(=O)CC(=O)O)C2 (stereo not drawn)	-1.8	10	10
12	COc1ccc2c(c1)-c1c(sn(-c3ccccc3)c1=S)C(C)(C)N2	0.9	-30	5
13	O=C(c1ccc(OC2CCN(C(=O)C3CC3)CC2)cc1)N(CCO)Cc1ccccc1	0.3	-21	24
14	Cn1c(N)c(C(=O)COC(=O)CNC(=O)c2ccc(Cl)cc2Cl)c(=O)n(C)c1=O	/	-15	7
15	CC(C)CC1NC(=O)N(CC(=O)N2CCCc3ccccc32)C1=O (stereo not drawn)	-1.9	-23	19
16	COc1ccc2c(c1)C(C1=C(O)CC(C)(C)CC1=O)C1=C(CC(C)(C)CC1=O)O2 (stereo not drawn)	-0.5	-55	-1
17	CC(=O)O/C(=C\c1cn(C(C)=O)c2ccccc12)C(=O)O	/	1	13
18	COC(=O)C1Cc2c([nH]c3ccccc23)CN1 (stereo not drawn)	-0.5	-15	27
19	CCn1c(=O)c(=O)[nH]c2cc(C(=O)N(C)Cc3ccc(OC)c(F)c3)ccc21	-0.2	-14	14
20	O=C(Nc1ccccc1Br)C1CCN(C(=O)Cc2ccccc2)CC1	-1.5	-8	27
21	O=C(COc1ccc(Br)cc1)NCCCNC(=O)c1cnccn1	0.7	-10	19
22	Cc1ccc(NC(=O)/C(C#N)=C/c2cccs2)c(C)c1	-0.4	-15	10
23	CC1(C)Nc2ccccc2N(CC(=O)N2CCCCC2)C1=O	-1.5	-13	9
24	N#Cc1nc(-c2ccccc2F)oc1NCCc1ccccc1	-0.6	-10	18
25	CCOC(=O)C(=O)NCc1ccc(/C=C2/N=C(C)C(C(=O)OCC)=C2O)o1	-0.8	11	22
26	CC(OC(=O)/C=C/c1ccccc1)C(=O)NC1CCCCC1C (stereo not drawn)	-1.6	-16	3
27	CCOC(=O)CCc1c(C(=O)OCC)[nH]c(CC)c1C(=O)OCc1ccccc1	-1.6	-39	16
28	CCCCC(=O)NC(c1ccc(C(C)C)cc1)c1ccc2cccnc2c1O (stereo not drawn)	-6.5	-23	-4
29	COC(=O)c1ccc(C(=O)OC)c(=O)[nH]1	-0.7	6	23
30	Cc1cc([N+](=O)[O-])nn1CCCC(=O)NC(C)c1ccccc1 (stereo not drawn)	-0.3	-12	16
31	O=C(O)c1ccc(CSc2nnc(-c3cccnc3)n2-c2ccc(Br)cc2)cc1	-0.4	-9	24
32	CCCN1CCN(S(=O)(=O)c2ccc3c(c2)CCC(=O)N3)CC1	-0.5	1	10
33	CCC/C=C(\CCC)C(NC(=O)c1ccc(C(=O)OC)cc1)c1ccc(C(=O)OC)cc1 (stereo not drawn)	0.5	-39	18
34	CCSc1ccccc1C(=O)N1CCN(Cc2ccc3c(c2)OCO3)CC1	1.8	-11	3
35	O=C(NC1CCCCCC1)c1ccc2nc3cc(Cl)ccc3c(=O)n2c1	-0.2	-20	31
36	CNC(=O)c1cc(S(=O)(=O)Nc2ccc3c(c2)OCO3)ccc1C	0.6	-3	27
37	O=c1cc(-c2ccccc2)[nH]c2ccccc12	2.1	3	18
38	CN(C)c1ccc(Nc2ccc([N+](=O)[O-])cn2)cc1	-1.5	-13	43*
39	COc1ccc(-c2cn3cc([N+](=O)[O-])ccc3n2)cc1OC	3.5	-34	52
40	COc1ccc(CCNC(=O)CSc2cn(Cc3cccc(C)c3)c3ccccc23)cc1OC	-1.3	3	23

In a second layout: 4 of the compounds above.
39) COc1ccc(-c2cn3cc([N+](=O)[O-])ccc3n2)cc1OC
- STK33 inh: 3.5
- OX1R antag-1: -34
- OX1R antag-2: 52
32) CCCN1CCN(S(=O)(=O)c2ccc3c(c2)CCC(=O)N3)CC1
- STK33 inh: -0.5
- OX1R antag-1: 1
- OX1R antag-2: 10
35) O=C(NC1CCCCCC1)c1ccc2nc3cc(Cl)ccc3c(=O)n2c1
- STK33 inh: -0.2
- OX1R antag-1: -20
- OX1R antag-2: 31
36) CNC(=O)c1cc(S(=O)(=O)Nc2ccc3c(c2)OCO3)ccc1C
- STK33 inh: 0.6
- OX1R antag-1: -3
- OX1R antag-2: 27

Carrying on:
no.	SMILES	STK33 inh	OX1R antag-1	OX1R antag-2
41	COc1ccc2c(c1)C(NC(=O)C(F)(F)F)CC2=O (stereo not drawn)	-2.9	5	11
42	CN(C)/C=C/C(=O)c1cc(F)cc(C(F)(F)F)c1	/	-19	8
43	COc1cccc(C(=O)NC(=S)Nc2ccccc2N2CCOCC2)c1	0.8	-48	37
44	Cc1nn(CC(=O)NC2CC2)c(C)c1S(=O)(=O)NC(C)(C)C	-1.8	-8	6
45	Cc1ccc(S(=O)(=O)/N=C2\SC(CC(=O)Nc3ccc(F)cc3)C(=O)N2c2ccccc2)cc1 (stereo not drawn)	0.0	-13	11
46	COc1ccc(-c2nc(=S)c3c(n2CCN2CCOCC2)CC(C)(C)OC3)cc1	0.2	-36	18
47	CCC1=Nc2ccccc2NC2=C1C(=O)CCC2	1.5	-15	35
48	CC(C)C(=O)Nc1nnc(COc2ccc(Cl)cc2)s1	-1.1	-17	5
49	CC(Oc1ccc2ccccc2c1)C(=O)N/N=C/c1cccnc1 (stereo not drawn)	-3.5	-22	25
50	CN(c1ccccc1)S(=O)(=O)c1ccc(Cl)c(C(=O)Nc2ccc(-c3nc4ccccc4[nH]3)cc2)c1	-0.8	-2	7
51	COc1ccc2c(C)cc(SCc3c(C)noc3C)nc2c1	-0.5	-56	21
52	Cc1cc(N)n2ncc(-c3ccc(Cl)cc3)c2n1	12	-17	12
53	O=C(O)CCC(=O)NCc1c(Cl)cccc1Sc1ccc(Cl)cc1	-2.1	-11	11
54	O=[N+]([O-])c1ccccc1N/N=C1\CCc2ccccc21	0.5	1	2
55	Cc1csc(NC(=O)CCC(=O)N(CC(=O)NC2CCCC2)Cc2ccccc2)n1	0.3	-16	8
56	Nc1cc[n+](CC(=O)Nc2ccccc2)cc1	-1.5	-8	11
57	C=CCn1c(CNC(=O)c2ccco2)nnc1SCC(=O)Nc1cccc(F)c1	-0.4	-27	13
58	Cc1ccc(C)c(OCC(=O)Nc2c[nH]c(=O)[nH]c2=O)c1	-1.4	6	12
59	Cc1nc(N)nc(OCC(F)(F)C(F)F)c1Br	-1.3	-8	10
60	CNC(=S)NNC(=O)Cc1ccccc1	0.4	-4	12

Some of these compounds in order of their number in OX1R antag-1, descending:
nr	SMILES	OX1R antag-1
3	CCCc1nn2c(=O)cc(CSCC(=O)Nc3nnc(CC)s3)nc2s1	-7
20	O=C(Nc1ccccc1Br)C1CCN(C(=O)Cc2ccccc2)CC1	-8
38	CN(C)c1ccc(Nc2ccc([N+](=O)[O-])cn2)cc1	-13

Following part.
no.	SMILES	STK33 inh	OX1R antag-1	OX1R antag-2
61	CN1CCNC(=O)C1CC(=O)N1CC=C(c2ccc(F)cc2)CC1 (stereo not drawn)	0.4	-4	12
62	O=C1c2ccccc2C(=O)c2c([N+](=O)[O-])ccc(O)c21	0.4	-21	4
63	CCCS(=O)(=O)c1c(S(=O)(=O)CCC)c2cnccn2c1C(=O)c1ccc(F)cc1	/	-26	17
64	Cc1cc(C(F)(F)F)cc(NNC(=O)NC(=O)c2ccccc2Cl)n1	-1.3	-5	8
65	Cc1ccc(CN(C)C(=O)c2ccc(NS(=O)(=O)c3ccc4[nH]c(=O)[nH]c4c3)cc2)cc1	/	-17	-5
66	CCN(CC)CCNC(=O)CCN1N=C(c2ccccc2)CCC1=O	-0.9	-18	-8
67	O=C(Nc1ccccc1)c1ccccc1Oc1ccc(C(F)(F)F)cc1[N+](=O)[O-]	11	-21	21
68	CCOc1ccc(C(=O)c2ccccc2C(=O)O)cc1OCC	-0.2	-3	13
69	COc1cc2c(c(OC)c1OC)-c1ccc(OC)c(=O)cc1[C@@H](N(C)CC#CCO)CC2	0.0	-15	0
70	Cc1cc2c(cc1S(=O)(=O)N(C)c1ccccc1)n(C)c(=O)n2C	0.4	-21	10
71	O=C(CCCC(=O)N/N=C\c1ccccn1)N/N=C\c1ccccn1	-1.0	-2	5
72	CN(C(=O)COC(=O)c1ccc(Cl)nc1)C1CCS(=O)(=O)C1 (stereo not drawn)	-1.3	-4	9
73	Cc1nc2sc(C)c(C)c2c(=O)[nH]1	1.3	-11	13
74	O=C(O)c1ccc(C2Nc3ccccc3C(=O)N2Cc2ccccc2)cc1 (stereo not drawn)	5.5	-6	11
75	COc1nccnc1NS(=O)(=O)c1ccc(NC(=S)NC(=O)c2ccc(F)c(F)c2)cc1	1.4	-1	4
76	COc1ccc(/C(C)=N\NS(=O)(=O)c2ccccc2)cc1OC	-1.8	-11	8
77	COc1ccc(Cl)cc1C(=O)NC(=S)Nc1nc(C)cc(C)n1	-0.3	-19	8
78	Cc1cc(C)n(CCNC(=O)C2CCC(=O)N(CC3CCCCC3)C2)n1 (stereo not drawn)	-0.7	-22	9
79	Cc1cc(C)c(S(=O)(=O)c2ccc(Cl)cc2)c(=O)[nH]1	0.4	-4	-4
80	CC[C@]12c3[nH]c4cc(CCC(=O)N(C)C)ccc4c3CCN1C(=O)[C@@H](CC(=O)NCc1ccc(OC)c(OC)c1)C[C@@H]2C(=O)N1CCN(C(=O)C2CC2)CC1	/	-2	3
81	O=C1N=C(N2CCOCC2)S/C1=C\c1ccncc1	-0.2	0	39*
82	CN(C)CCNc1oc(/C=C/c2ccccc2)nc1C#N	-0.6	-21	35
83	O=C1c2ccccc2-c2onc3ccc(NCCCn4ccnc4)c1c23	48*	57*	46*
84	CCOc1ccc2nc(N3CCC(C(=O)Nc4nnc(CC)s4)CC3)sc2c1	0.1	-33	8
85	O=C(CCCc1ccccc1)Nc1cccnc1	-4.9	-4	9
86	CC(=O)c1ccccc1OCC(=O)Nc1cccc(S(=O)(=O)N2CCCC2)c1	1.3	-4	-5
87	COCCN(C(=O)C1CC1)c1nnc(-c2ccc(C)cc2)s1	-0.6	-13	19
88	COc1ccc(Br)cc1C(=O)Nc1ccccc1N1CCCC1	-3.0	-38	17
89	O=C(NC1CCCCCC1)c1cccnc1Sc1ccc(Cl)cc1	-1.2	-23	19
90	Cc1ccc(C(C(=O)NC2CCCCC2)N(CC2CCCO2)C(=O)CNC(=O)c2cccs2)cc1 (stereo not drawn)	-0.2	-25	1
91	Cc1nn(C(=O)CCCn2cc([N+](=O)[O-])cn2)c(C)c1Cl	-0.6	5	24
92	O=S(=O)(Cc1ccccc1Cl)c1ncn[nH]1	-0.6	1	7
93	COc1ccc(Cc2noc(CN(C)Cc3ccc(-n4cccn4)cc3)n2)cc1OC	-1.4	-19	11
94	COc1ccc(C2/C=C\CN(C(=O)Oc3ccc(C(F)(F)F)cc3)CC(=O)N2Cc2ccc(F)cc2)cc1 (stereo not drawn)	-4.2	-22	28
95	CCc1cc2c(=O)[nH]c(CC(N)=O)nc2s1	-1.9	-1	15
96	CCOc1cc(C(=O)CSc2nnc(CNc3ccc(Cl)cc3)o2)ccc1NC(=O)CC	-1.3	-19	9
97	CC1(C)CC(=O)C(C(O)c2cccc([N+](=O)[O-])c2)C(C)(C)N1 (stereo not drawn)	0.3	-8	13
98	Cc1ccccc1N(C(=O)c1ccco1)C(C(=O)NC1CCCC1)c1cccnc1 (stereo not drawn)	-0.9	-10	10
99	CCOc1cc(/C=N/NC(=O)C(N)=O)cc(Br)c1O	-1.9	-11	13
100	Cc1ccccc1NC(=O)c1ccc(Cl)c(NC(=O)c2cccnc2)c1	0.6	-19	22
101	CCC(Sc1nc2ccccc2o1)C(=O)O (stereo not drawn)	0.3	-12	18
102	CCOc1ccc(NC(=O)COc2ccccc2C(=O)NCc2ccccc2)cc1	-1.2	-2	13
103	O=C(OCCN1CCCC1=O)c1cc(F)c(F)c(F)c1F	-0.1	-9	28
104	O=C(CCN1C(=O)/C(=C/c2cccs2)SC1=S)Nc1cccc(C(=O)O)c1	0.4	3	40
105	COc1ccc(-c2csc(-c3cc4ccccc4oc3=N)n2)cc1	-0.7	-5	6
106	O=C(COCc1cc(-c2ccc3c(c2)OCO3)on1)N1CCN(c2ccccc2)CC1	1.3	-17	32
107	Cc1ccc(S(=O)(=O)N(C)C)cc1NC(=O)CN1C(=O)NC2(CCCc3ccccc32)C1=O (stereo not drawn)	-2.3	-14	13
108	COc1cccc(NC(=O)CSc2nnc(CNC(=O)c3ccccc3)n2C)c1	-0.4	-5	10
109	CCCNC(=O)C(=O)Nc1ccc2c(c1)N(S(=O)(=O)c1cccs1)CCC2	-0.6	-28	14
110	Cc1ccc(C)c(NC(=S)N(CCN(C)C)C(C)c2ccccn2)c1 (stereo not drawn)	-0.1	-8	5
111	CC(C)(C)Sc1ccc(N)nc1	0.4	-15	23
112	Cc1ccc(-n2cccc2C(=S)N=P(N(C)C)(N(C)C)N(C)C)cc1	-0.2	-12	1

Not a hit list. Share with any hit: about 2.2%.
